HCV inh: HCV inhibition. Potency, µM (titrated, usually from 41.8 µM), inactives show at the highest dose activity change, negative = inhibition, actives largely listed as inhibitors. 340,000 compounds, 3.4% hits. AID 651820. Huh7.5.1 HCVcc-Cre infection, luciferase reporter, 44 h; note: potency is the fitted concentration of half-maximal effect
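Compounds are dispensed onto cells plated 4 h earlier at 1,000 per well, with HCVcc-Cre virus (about 0.5 moi) added next. Following 44 h of culture, luminescent signal is measured for 15 sec after 15 min with substrate at room temperature.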
FBPA Giardia inh: inhibitors of Giardia lamblia fructose-1,6-bisphosphate aldolase. A8B2U2. purified Giardia FBPA. Potency, µM (series often up to 59.6 µM), without a hit: at the highest dose activity, negative = inhibition, actives largely listed as inhibitors. 290,000 compounds, 0.71% hits. AID 2451; note: potency is the fitted concentration of half-maximal effect; nearly all actives have a fitted effect of over 55% in size
Target sequence (A8B2U2 whole entry, looked up): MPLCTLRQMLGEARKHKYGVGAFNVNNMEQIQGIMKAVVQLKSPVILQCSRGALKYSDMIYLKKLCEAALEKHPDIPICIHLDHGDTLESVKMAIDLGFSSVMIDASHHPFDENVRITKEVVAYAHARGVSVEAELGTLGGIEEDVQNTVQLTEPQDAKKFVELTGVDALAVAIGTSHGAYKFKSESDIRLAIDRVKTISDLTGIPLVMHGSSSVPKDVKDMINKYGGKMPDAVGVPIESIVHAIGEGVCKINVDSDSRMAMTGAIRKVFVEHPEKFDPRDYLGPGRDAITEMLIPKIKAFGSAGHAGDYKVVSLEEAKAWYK
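40 nM FBPA preincubated 10 min at RT with compound (up to 57.5 uM final), then substrate plus GAPDH/TPI/NAD/arsenate coupling and diaphorase/resazurin added. Fluorescence read after 20 min at RT, 525/598 nm.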
AmpC no deterg: inhibitors of E. coli AmpC beta-lactamase without detergent | P00811 | Potency, µM (top dose mostly 57.1 µM), for inactives: at the highest dose activity change, negative = inhibition, actives largely listed as inhibitors | AmpC nitrocefin hydrolysis, absorbance 480 nm, 0.0001% Triton | 330,000 compounds, 0.52% hits | AID 485341;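 note: potency is the fitted concentration of half-maximal effect; plate controls were no compound for no effect and no enzyme for full effect; nearly all actives have a fitted effect of over 20% in size; some results filed as inactive show a strong effect at the top dose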
Target sequence (P00811 whole entry, looked up): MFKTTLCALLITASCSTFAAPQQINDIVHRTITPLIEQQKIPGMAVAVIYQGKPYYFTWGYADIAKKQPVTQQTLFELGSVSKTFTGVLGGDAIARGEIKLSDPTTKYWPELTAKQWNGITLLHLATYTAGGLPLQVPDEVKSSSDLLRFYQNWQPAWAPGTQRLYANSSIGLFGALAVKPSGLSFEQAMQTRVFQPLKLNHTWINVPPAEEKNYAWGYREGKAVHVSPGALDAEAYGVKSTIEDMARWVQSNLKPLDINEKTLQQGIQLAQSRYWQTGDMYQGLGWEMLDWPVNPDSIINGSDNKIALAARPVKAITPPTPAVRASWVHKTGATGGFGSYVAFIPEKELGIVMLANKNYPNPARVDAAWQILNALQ
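AmpC (5.3 nM in the dispensed reagent) in 20 mM phosphate pH 7.0 with 0.01% (detergent screen) or 0.0001% Triton X-100 was preincubated with compounds for 15 min at room temperature. Nitrocefin was then added from an 800 uM solution, and hydrolysis was followed at 480 nm.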
Sm TGR block: blocks Schistosoma mansoni thioredoxin glutathione reductase; Q962Y6; purified TGR, DTNB reduction, TNB absorbance 405 nm; Potency, µM (titrated, usually from 114 µM), inactives show top-dose activity change, negative = inhibition, most hits filed as inhibitors; 360,000 compounds, 3% hits; note: potency is the fitted concentration of half-maximal effect; nearly all actives have a fitted effect of over 60% in size
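TGR 20 nM + NADPH 100 uM (dispensed conc.), cpd preinc 15 min RT; start with NADPH (500 uM addition) then DTNB (15 mM addition). Kinetic TNB absorbance, 405 nm filter. Four-parameter Hill fit across titration.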
HCMV inh: inhibitors of human cytomegalovirus | 410,000 compounds, 4.5% hits | activity change, negative = inhibition, % at 57.5 µM | AID 1259415 | HFF cells, HCMV-luciferase reporter, 72 h; active compounds read low; in the data active = activity change below about -60%; inconclusive = no clear call, values can overlap the other calls; inactive = above about -39%
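Compounds were evaluated in HFFs infected with an HCMV luciferase reporter virus (MOI 1 PFU/cell). Luciferase in lysates collected 72 h post infection served as the replication measure.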
AmpC detergent: AmpC beta-lactamase inhibition with detergent present; P00811; AmpC hydrolysis of nitrocefin, absorbance 480 nm, 0.01% Triton; Potency, µM (series often up to 114 µM), for the others: at the highest dose activity change, negative = inhibition, hits mostly inhibitors; 370,000 compounds, 0.041% hits; AID 485294;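 note: potency is the fitted concentration of half-maximal effect; 0% = no-compound wells and -100% = no-enzyme wells; nearly all actives have a fitted effect of over 25% in size; some results filed as inactive show a strong effect at the top dose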
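AmpC (5.3 nM in the dispensed reagent) in 20 mM phosphate pH 7.0 with 0.01% (detergent screen) or 0.0001% Triton X-100 was preincubated with compounds for 15 min at room temperature. Nitrocefin was then added from an 800 uM solution, and hydrolysis was followed at 480 nm.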
Starred values were filed as active, the others as inactive; ? = inconclusive; nt = no result given; [ ] = remark or other dose. Unless noted, calls come from the whole dose curve; as a rule, active = well fitted curve in the direction sought with a large enough effect; inconclusive = small, poorly fitted or top-dose-only effect, or another doubt; inactive = no such curve, though single readings can be large; an effect the other way counts as inactive or inconclusive. Unless noted, % is set by controls: 0 for no effect and ±100 for the full control effect.

The first seven entries as a preview:
molecule | HCV inh | FBPA Giardia inh | AmpC no deterg | Sm TGR block | HCMV inh | AmpC detergent
Oc1ccc(-c2n[nH]c(C(F)(F)F)c2-c2ccccc2)c(O)c1 | 5.6µM* | -4% | -40% | 2% | -82* | 3%
Cc1nc2ccc(S(=O)(=O)NC(C(=O)N3CCN(c4ccc(Cl)cc4)CC3)C(C)C)cc2s1 (stereo not drawn) | nt | nt | nt | 0% | -3 | -6%
Cc1nn(C(=O)c2nn(C)cc2[N+](=O)[O-])c(C)c1Br | 19% | 1% | -1% | -1%[57.1 µM] | -11 | 2%
O=C(Cc1c(F)cccc1Cl)NC1=NCCS1 | 25% | -2% | 7% | -5% | -11 | 3%
O=C(COC(=O)c1ccc(S(=O)(=O)N2CCCC2)cc1)NCc1ccc(F)cc1 | 13% | 3% | -11% | 11% | 11 | -1%
COc1ccccc1CN1CCNC(=O)C1CC(=O)NCCCN1CCCC1=O (stereo not drawn) | 15% | -16% | 53% | ? | -8 | -5%
O=CC(Br)P(=O)(N1CCOCC1)N1CCOCC1 (stereo not drawn) | 6% | 0% | -50% | 45µM* | 37 | 56µM*

The whole of this part, from the first entry:
molecule | HCV inh | FBPA Giardia inh | AmpC no deterg | Sm TGR block | HCMV inh | AmpC detergent
Oc1ccc(-c2n[nH]c(C(F)(F)F)c2-c2ccccc2)c(O)c1 | 5.6µM* | -4% | -40% | 2% | -82* | 3%
Cc1nc2ccc(S(=O)(=O)NC(C(=O)N3CCN(c4ccc(Cl)cc4)CC3)C(C)C)cc2s1 (stereo not drawn) | nt | nt | nt | 0% | -3 | -6%
Cc1nn(C(=O)c2nn(C)cc2[N+](=O)[O-])c(C)c1Br | 19% | 1% | -1% | -1%[57.1 µM] | -11 | 2%
O=C(Cc1c(F)cccc1Cl)NC1=NCCS1 | 25% | -2% | 7% | -5% | -11 | 3%
O=C(COC(=O)c1ccc(S(=O)(=O)N2CCCC2)cc1)NCc1ccc(F)cc1 | 13% | 3% | -11% | 11% | 11 | -1%
COc1ccccc1CN1CCNC(=O)C1CC(=O)NCCCN1CCCC1=O (stereo not drawn) | 15% | -16% | 53% | ? | -8 | -5%
O=CC(Br)P(=O)(N1CCOCC1)N1CCOCC1 (stereo not drawn) | 6% | 0% | -50% | 45µM* | 37 | 56µM*
CCOC(=O)c1ccc(NC(=O)CCn2c(=O)c3cccn3c3ccccc32)cc1 | nt | nt | nt | 27% | -13 | 19%
CCc1ccc(S(=O)(=O)c2nnn3c2nc(N2CCCC2)c2sccc23)cc1 | nt | nt | nt | 3% | 19 | 10%
CCCCC(CC)CNC(=O)Cn1c(=S)[nH]c2ncccc2c1=O (stereo not drawn) | nt | 5% | -18% | 1% | nt | -18%
CC(C)NC(=O)Nc1ccc2c(c1)C(=O)N([C@@H](C)CO)C[C@@H](C)[C@@H](CN(C)S(=O)(=O)c1ccc(F)cc1)O2 | 11% | nt | 182%[activator] | nt | 58 | nt
Cc1cc(NC(=O)CN2C(=O)NC3(CCCCC3)C2=O)no1 | 8% | 7% | -10% | -4% | ? | -10%

One compound at a time (already shown):
CC(C)NC(=O)Nc1ccc2c(c1)C(=O)N([C@@H](C)CO)C[C@@H](C)[C@@H](CN(C)S(=O)(=O)c1ccc(F)cc1)O2 across the screens: HCV inh = 11%; FBPA Giardia inh = nt; AmpC no deterg = 182%[activator]; Sm TGR block = nt; HCMV inh = 58; AmpC detergent = nt
Cc1cc(NC(=O)CN2C(=O)NC3(CCCCC3)C2=O)no1 across the screens: HCV inh = 8%; FBPA Giardia inh = 7%; AmpC no deterg = -10%; Sm TGR block = -4%; HCMV inh = ?; AmpC detergent = -10%

(further entries)
molecule | HCV inh | FBPA Giardia inh | AmpC no deterg | Sm TGR block | HCMV inh | AmpC detergent
CC(C)Sc1nc2c(c(=O)n1C)SC(C)C2 (stereo not drawn) | -18% | 1% | -11% | 4% | -5 | ?
COc1ccc(CCNC(=O)CCSCc2ccccc2Cl)cc1OC | nt | nt | nt | 4% | 2 | 4%
COc1ccc2ncc3c(-c4ccc(C)c(C)c4)nn(CC(=O)NC4CCCC4)c3c2c1 | nt | nt | nt | -11% | 14 | -9%
CCC(C)c1ccc(OCC(=O)Nc2cccc(C(=O)Nc3ccc(C(=O)O)cc3)c2)cc1 (stereo not drawn) | 5% | nt | -30% | -13% | 34 | -1%
CCN(C[C@H]1N[C@@](Cc2ccccc2)(C(=O)OC)[C@H]2C(=O)N(C)C(=O)[C@@H]12)S(=O)(=O)c1ccc(C(C)(C)C)cc1 | ? | nt | -7% | nt | -11 | nt
O=c1c(=O)n(-c2ccc(F)c(F)c2)ccn1Cc1ccc(F)cc1Cl | nt | nt | nt | 7% | -31 | 16%
O=C(NCc1ccc2c(c1)OCO2)c1cccc(S(=O)(=O)N2CCCC2)c1 | 6% | nt | -9% | -3% | -37 | -3%
CC(Oc1ccc(Br)cc1)C(=O)Nn1c(=S)[nH]c2ncccc2c1=O (stereo not drawn) | 26% | -5% | 1% | 3% | nt | -7%
COc1ccc(OC)c(NC(=O)C2CCC(CNc3c(N4CCOCC4)c(=O)c3=O)CC2)c1 (stereo not drawn) | -18% | 0% | 6% | -8% | 7 | 6%
O=c1c2c3c(sc2n(CCN2CCCCC2)c(=O)n1Cc1ccco1)CCCCC3 | ? | 8% | 0% | 7% | -32 | 1%
CCOC(=O)Cc1csc(NC(=O)CSc2ncnc3c2cnn3-c2ccc(OC)cc2)n1 | ? | 1% | -18% | -3% | -2 | -13%
CN(CCC1CCOCC1)C(=O)CC1C(=O)NCCN1C/C=C/c1ccccc1 (stereo not drawn) | 8% | 1% | 54% | 2% | -20 | 6%
CCOc1ccc(S(=O)(=O)N2CC(=O)Nc3ccccc32)cc1 | -23% | 1% | -6% | 12% | 22 | -2%
O=C1NC(=O)N(Cc2ccc(F)cc2)C(=O)/C1=C/c1cccs1 | 2% | 6% | -49% | ? | 12 | -10%
CCn1c(O)c(C=NCc2cccs2)c(=O)n(CC)c1=S | 9% | 1% | -27% | -22% | 71 | ?
O=c1[nH]nc(-c2ccc(OCc3ccc(Cl)cc3Cl)cc2)o1 | 4% | -1% | -15% | 0% | 20 | -1%
COc1ccc(OC)c(CNC(=O)C2CCN(S(=O)(=O)N3CCC(C)CC3)CC2)c1 | -15% | 4% | 39% | -9% | -23 | -8%
CCOC(=O)C(O)(c1cn(C)c2ccccc12)C(F)(F)F (stereo not drawn) | -1% | -1% | -2% | 0% | -7 | -5%
O=C(NNS(=O)(=O)c1ccccc1)c1cccc(F)c1 | -1% | -14% | 250%[activator] | 56µM* | 2 | -15%
COC(=O)CNC(=O)C(Cc1c[nH]c2ccccc12)NC(=O)OC(C)(C)C (stereo not drawn) | 3% | -7% | 10% | 7% | -13 | -7%
Cn1cccc1/C=C1\SC(=Nc2cccc(O)c2)NC1=O | -3% | 1% | -50% | ? | 25 | -4%
COC(=O)C1=C(C)NC(C)=C(C(=O)OC)C1C(=O)OCC(=O)Nc1ccc(C(C)=O)cc1 | 25% | 5% | -5%[2.29 µM] | 10% | 22 | -6%
CCN1C(=O)[C@H]2[C@H]3CN=C(SCC4CC4)N3[C@@](CC)(C(=O)OC)[C@H]2C1=O | ? | nt | -11% | nt | 5 | nt
Oc1cc(-c2ccccc2)c2ccccc2c1 | ? | 5.6µM* | -29% | -19% | -11 | -6%
O=C(N/N=C1/CCS(=O)(=O)c2ccc(F)cc21)c1ccccn1 | 8% | ? | -5% | -1% | 43 | -3%
O=C1CN(C(=O)COC(=O)Cc2ccccc2F)c2ccccc2N1 | 0% | nt | -10% | nt | -13 | nt
CCn1c(=O)c(C(C)=O)nc2ccccc21 | -2% | -10% | 8% | 0% | -66* | ?
O=C(CSc1nc2ccccc2o1)NC(=O)NCc1ccccc1 | 16% | nt | -26% | 10% | 14 | -9%
COC(=O)c1ccc(OCC(O)CN2CCN(CC(O)COc3ccc(C(=O)OC)cc3)CC2)cc1 (stereo not drawn) | ? | 2% | 85%[activator] | -1% | -20 | -1%
COc1ccccc1-c1cc2nc(C)c(CCC(=O)Nc3ccc(Br)c(C)c3)c(C)n2n1 | nt | nt | nt | -7% | -12 | -13%
COc1ccc(N=C2SCC(c3ccc([N+](=O)[O-])cc3)=NN2CCO)cc1 | ? | 0% | -11% | 0% | 17 | -4%
CS(=O)(=O)N(Cc1ccccc1)c1ccc(C(=O)NN=C2CCCCCC2)cc1 | -17% | 23% | -19% | -23% | 13 | -8%
O=C(NC1CCCCCC1)c1ccc(Cl)c(S(=O)(=O)N2CCOCC2)c1 | -18% | 3% | 0% | 0% | 23 | 2%
COc1cc(NC(=O)C23CC4CC(C2)CC(n2nnc(C)n2)(C4)C3)c(OC)cc1Cl | -14% | 12% | -13% | 1% | 33 | ?
O=C(CCCN1C(=O)c2ccccc2C1=O)Oc1ccc(F)cc1 | -1% | 3% | -8% | -16% | 40 | 0%
CCOC(=O)c1c2ccc(OCC(=O)N/N=C/c3ccc(C)cc3)cc2n2ccccc12 | -5% | ? | -25% | 11% | -4 | 2%
Cc1ccccc1N=C1NC(=O)/C(=C/c2cccn2C)S1 | -15% | -1% | -16% | -21% | 18 | -2%
Cc1cc(C(=O)Nc2ccon2)c(C)o1 | -10% | 2% | -18% | -1% | -3 | -5%
CCNc1nc2ccccc2[nH]1 | 12% | 0% | -18% | 7% | 11 | -1%
Cc1ccn(CC(C)C(=O)O)n1 (stereo not drawn) | 7% | 0% | 37% | 1% | -28 | -2%
O=C(O)CSc1c2ccccc2cc2ccccc12 | 1% | 4% | -30% | -15% | 10 | ?
Clc1ccc(Cn2nnc(-c3ccccc3)n2)cc1 | -5% | 2% | -25% | -15% | -15 | -4%
CN1C(=O)NC(NC(=O)C2CCCCC2)(C(F)(F)F)C1=O (stereo not drawn) | 4% | 2% | -9% | 2% | -1 | -15%
O=c1oc2cc(Oc3ccc(C(F)(F)F)cc3[N+](=O)[O-])ccc2c2c1CCCC2 | ? | 4% | -20% | 0% | -6 | -7%
CC(=O)Nc1ccc(C(=O)Nc2nc(-c3ccccn3)cs2)cc1 | -11% | ? | -2% | ? | -9 | -9%
CCn1cc(/C=C(\NC(=O)c2ccccc2F)C(=O)NCCCN2CCOCC2)c2ccccc21 | -13% | 2% | 77%[activator] | -1% | 15 | ?
